PTHR1 agonist – qHTS for PTHR1 Agonists: Primary Screen | Potency, µM (doses to about 115 µM), for inactives: at the highest dose activation, hits mostly activators | HEK293 GP2 PTHR1 cells, GloSensor cAMP luminescence, 1 h | AID 743266, 2014 | 410,000 tested, 0.075% active; also: potency is read from the fitted curve at half-maximal effect; nearly all actives have a fitted effect of over 55% in size; some results filed as inactive show a strong effect at the top dose; inactives centre near -15; many of its hits are not listed in these tables
Target sequence (Q03431 whole entry, looked up): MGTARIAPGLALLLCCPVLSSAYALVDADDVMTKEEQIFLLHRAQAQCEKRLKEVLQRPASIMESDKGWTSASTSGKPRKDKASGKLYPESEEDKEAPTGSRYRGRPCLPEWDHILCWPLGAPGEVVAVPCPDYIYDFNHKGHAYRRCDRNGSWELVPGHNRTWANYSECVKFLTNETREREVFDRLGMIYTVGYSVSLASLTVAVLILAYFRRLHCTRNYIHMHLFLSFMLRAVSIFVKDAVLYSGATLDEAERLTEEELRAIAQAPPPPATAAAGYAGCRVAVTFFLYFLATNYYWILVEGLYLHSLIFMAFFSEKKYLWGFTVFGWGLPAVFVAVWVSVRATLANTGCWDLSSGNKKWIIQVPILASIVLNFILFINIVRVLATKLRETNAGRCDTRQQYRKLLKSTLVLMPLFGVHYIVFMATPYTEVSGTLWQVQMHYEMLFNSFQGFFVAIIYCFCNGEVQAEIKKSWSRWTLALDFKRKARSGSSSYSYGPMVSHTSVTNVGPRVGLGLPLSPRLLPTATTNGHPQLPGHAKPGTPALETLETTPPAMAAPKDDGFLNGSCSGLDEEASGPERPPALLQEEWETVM
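HEK-293-derived GP2 cells expressing PTHR1 and a GloSensor cAMP reporter, 3,000/well, plated overnight, given luciferin plus IBMX (each 0.5 mM as added) for 1 h at 37 °C, then compound for 1 h at 37 °C. Luminescence was read after 15 min at room temperature.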
HEK293 tox – qHTS of GLP-1 Receptor Inverse Agonists: Cytotox Screen; AID 624418, 2012; HEK293 cAMP-luciferase reporter cells, luminescence, 24 h; Potency, µM (doses to about 38.3 µM), inactives show at the top dose activity change, negative = inhibition, usual class: inhibitors; 410,000 tested, 0.13% active;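 also: loss of luciferase light is scored as toxicity; potency is read from the fitted curve at half-maximal effect; % is scaled to controls: 0 for no effect and ±100 for the full control effect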
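Compound-treated cells are incubated 24 hr at 37 deg C under 5% CO2 after a 12 hour attachment period, then luciferase detection reagent is added and luminescence is measured following 12 min at room temperature; lowered signal indicates toxicity.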
FUS suppressor – qHTS for Suppressors of FUS Proteinopathy: Primary screen using FUS-linked yeast assay; S. cerevisiae FUS-expressing, growth rescue, OD600, 24 h; Potency, µM (top dose mostly 76.6 µM), for the others: at the top dose growth rescue (activation), hits mostly activators; 390,000 tested, 0.24% active; AID 1347120, 2019;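 also: potency is read from the fitted curve at half-maximal effect; plate controls were DMSO vehicle for no effect and reference control for full effect; nearly all actives have a fitted effect of over 55% in size; some results filed as inactive show a strong effect at the top dose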
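Steps: raffinose overnight preculture; dilution to OD 0.005 in 2% galactose minimal medium; compound addition (concentration series); 24hr at 30C, 99% humidity; absorbance read at 600 nm.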
TDP43 rescue – qHTS of TDP-43 Inhibitors; TDP-43 expressing yeast growth rescue, BacTiter-Glo, 24 h; Potency, µM (highest dose often 46.1 µM), for inactives: top-dose growth rescue (activation), hits mostly activators; 410,000 tested, 1.8% active; also: potency is read from the fitted curve at half-maximal effect; % of control where 0% means no effect; nearly all actives have a fitted effect of over 50% in size
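Yeast expressing TDP-43 (pregrown in raffinose, seeded at OD600=0.02 in galactose medium) exposed to compounds 24 hr at 30 deg C. Growth read by BacTiter-Glo luminescence; rescue of toxicity appears as increased signal.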
Akt phos inh – HTS Assay for Inhibitors of Akt Phophorylation: Primary Screen. activity change, % for hits at 50 µM. AID 651550, 2012. Neuro2A IGF-stimulated pAkt S473 HTRF, 20 min; hits give low values. 360,000 tested, 0.32% active; in the data active = activity change below about -80%; inconclusive = mostly about -51% to -80%; also: % is scaled to controls: 0 for no effect and ±100 for the full control effect
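Single-point screen (50 µM final compound) in Neuro2A cells stimulated 20 min with 6 nM IGF at 37 deg C. After lysis, Ser473-phosphorylated Akt read by HTRF (ex 330 nm, em 615/665 nm) as the 665/615 ratio.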
aSyn rescue – qHTS of alpha-syn Inhibitors; Potency, µM (top dose mostly 46.1 µM), without a hit: top-dose growth rescue (activation), usual class: activators; Yeast expressing alpha-synuclein, growth rescue, BacTiter-Glo, 24 h; 370,000 tested, 0.14% active; AID 652106, 2013; also: potency is read from the fitted curve at half-maximal effect; % of control where 0% means no effect; nearly all actives have a fitted effect of over 65% in size
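Screening used galactose-induced yeast with toxic alpha-synuclein levels, exposed to compound for 24 hr at 30 deg C. Cell growth, read with BacTiter-Glo luminescence, gave the measured signal.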
GLP-1R inv ag – qHTS of GLP-1 Receptor Inverse Agonists (Inhibition Mode). Glucagon-like peptide 1 receptor (Homo sapiens), P43220. HEK293 GLP-1R CRE-luciferase, luminescence, 24 h; GLP-1R form is constitutively active. Potency, µM (highest dose often 38.3 µM), for the others: at the top dose activity change, negative = inhibition, actives largely listed as inhibitors. 410,000 tested, 1.6% active; also: potency is read from the fitted curve at half-maximal effect; % is scaled to controls: 0 for no effect and ±100 for the full control effect; nearly all actives have a fitted effect of over 55% in size
Target sequence (P43220 whole entry, looked up): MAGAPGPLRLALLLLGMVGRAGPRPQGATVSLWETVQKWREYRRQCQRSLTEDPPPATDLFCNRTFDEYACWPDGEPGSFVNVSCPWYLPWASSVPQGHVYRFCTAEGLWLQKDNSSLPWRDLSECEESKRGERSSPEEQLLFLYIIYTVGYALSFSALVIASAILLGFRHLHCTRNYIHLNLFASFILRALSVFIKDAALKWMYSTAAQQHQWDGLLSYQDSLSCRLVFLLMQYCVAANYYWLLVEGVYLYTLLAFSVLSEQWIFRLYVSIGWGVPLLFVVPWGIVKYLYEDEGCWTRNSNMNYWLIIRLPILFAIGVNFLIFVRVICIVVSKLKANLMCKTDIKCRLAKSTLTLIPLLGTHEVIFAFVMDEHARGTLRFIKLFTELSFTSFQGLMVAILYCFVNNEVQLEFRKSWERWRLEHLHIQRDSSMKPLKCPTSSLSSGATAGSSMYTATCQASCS
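Assay principle: reduced luminescence from a cAMP-responsive reporter in HEK293 cells co-expressing a constitutively active GLP-1R. Conditions: 24 hr compound incubation, 37 deg C, 5% CO2.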
MmCpn inh – Inhibitors of TCP-1 ring complex (TRiC) of Methanococcus maripaludis (MmCpn): qHTS; Potency, µM (titrated, usually from 76.9 µM), for inactives: at the top dose activity, negative = inhibition, usual class: inhibitors; 330,000 tested, 0.031% active; Chaperonin Mm-Cpn (Methanococcus maripaludis); purified Mm-Cpn ATPase, ADP Transcreener TR-FRET; also: potency is read from the fitted curve at half-maximal effect; % is scaled to controls: 0 for no effect and ±100 for the full control effect; nearly all actives have a fitted effect of over 80% in size
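ATPase read-out: TR-FRET ADP immunoassay (anti-ADP Eu cryptate vs ADP-d2), ex 320 nm, em 590/665 nm; signal drops as ADP forms. Enzyme 25 nM, ATP 10 uM, 30 min at 37°C after 10 min compound preincubation.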
Abeta rescue – qHTS for compounds that reverse cellular toxicity of Amyloid beta (A-beta) peptide in yeast: Primary Screen; AID 1347071, 2019; yeast expressing A-beta42, growth rescue, OD600, 48 h; response scale: 0% DMSO, 100% iron-clioquinol control; 410,000 tested, 0.063% active; Potency, µM (series often up to 46.1 µM), for the others: top-dose growth rescue, usual class: activators; also: potency is read from the fitted curve at half-maximal effect; nearly all actives have a fitted effect of over 55% in size
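Growth rescue measured by 600 nm absorbance after 48 h yeast culture at 30 C with compound. Values normalized between DMSO and an equimolar ferric chloride plus clioquinol control.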
* marks the source's active call; other numbers are inactive results; i = inactive; u = inconclusive; x = no result given; [ ] = another dose, or the depositor's remark. Unless noted, calls follow the shape of the dose curve; as a rule, active = well fitted curve in the direction sought with a large enough effect; inconclusive = small, poorly fitted or top-dose-only effect, or another doubt; inactive = no such curve, though single readings can be large; an effect the other way counts as inactive or inconclusive.

SMILES	PTHR1 agonist	HEK293 tox	FUS suppressor	TDP43 rescue	Akt phos inh	aSyn rescue	GLP-1R inv ag	MmCpn inh	Abeta rescue
O=C(CSc1nnc(-c2ccc(S(=O)(=O)N3CCCC3)cc2)o1)NCC1CCCO1 (stereo not drawn)	i	-0.3%[7.66 µM]	0.2%	-11.2%[9.22 µM]	i	0.6%	1.2%[7.66 µM]	-3.2%	-2.9%
O=c1c2cn[nH]c2[nH]c(=S)n1-c1cccc2ccccc12	-2.3%	31.9%[activator]	x	-0.5%	i	1.8%	8.0%	-14.4%	-4.9%
COc1ccc(C2=NCN(c3ccc(C)cc3)C(=S)N2)cc1	-5.6%[57.5 µM]	-16.7%	1.1%	17.7%	i	-0.1%	u	0.4%	-3.4%
CN(C)S(=O)(=O)c1ccc(NC(=O)CN2C(=O)NC3(CCCC3)C2=O)cc1	-1.4%	-0.5%	21.2%	-15.6%	i	1.4%	-6.2%	-1.5%	-10.9%
Cc1cc(NC(=O)C23CC4CC(C2)CC(n2cnc([N+](=O)[O-])n2)(C4)C3)no1	i	-4.9%	-5.5%	3.0%	i	u	5.3%	0.4%	-17.4%
O=C(Nc1ccc(OCC(=O)N2CCOCC2)cc1)c1cncc(Br)c1	5.5%	16.2%[1.53 µM]	23.2%	0.0%	i	-2.6%	u	0.7%	-3.1%
N#Cc1cc(N2CCOCC2)nc2ccccc12	-5.6%	76.5%[activator]	20.1%	17.8%	i	-3.7%	12.7%	0.9%	3.6%
Cc1ccc(C(=O)c2oc3ccccc3c2NC(=O)c2cc(-c3ccccc3)on2)cc1	i	-1.7%	-1.5%	-4.0%	x	x	4.5%	x	-23.8%
CCOC(=O)C1CCCN(C(=O)c2ccc(Cl)c(S(=O)(=O)N3CCc4ccccc43)c2)C1 (stereo not drawn)	-72.4%[inhibitor]	-4.7%	u	17.2%	i	-9.7%[1.84 µM]	u	x	-10.5%
Cn1cccc1C(=O)NC(=O)COC(=O)CNC(=O)c1ccc(Cl)cc1Cl	i	6.2%	19.7%	7.4%	i	0.6%	4.1%	-3.1%	3.6%
COC(=O)[C@H]1C[C@H](OC(=O)NC2CC2)[C@@]2(O)CN(S(=O)(=O)c3ccc(C)cc3)CC2[C@H]1C(=O)OC (stereo partly drawn)	1.6%	5.9%	7.3%	-15.1%	i	-1.4%	21.4%	x	-19.6%
Cc1nn(Cc2c(F)cccc2Cl)c(C)c1NC(=O)C1CC1	i	14.6%	31.5%	-23.9%	i	1.0%	4.4%	0.5%	-8.8%

Retrieved by structure from above (three):
SMILES	PTHR1 agonist	HEK293 tox	FUS suppressor	TDP43 rescue	Akt phos inh	aSyn rescue	GLP-1R inv ag	MmCpn inh	Abeta rescue
N#Cc1cc(N2CCOCC2)nc2ccccc12	-5.6%	76.5%[activator]	20.1%	17.8%	i	-3.7%	12.7%	0.9%	3.6%
CN(C)S(=O)(=O)c1ccc(NC(=O)CN2C(=O)NC3(CCCC3)C2=O)cc1	-1.4%	-0.5%	21.2%	-15.6%	i	1.4%	-6.2%	-1.5%	-10.9%
Cc1ccc(C(=O)c2oc3ccccc3c2NC(=O)c2cc(-c3ccccc3)on2)cc1	i	-1.7%	-1.5%	-4.0%	x	x	4.5%	x	-23.8%

Additional entries follow:
SMILES	PTHR1 agonist	HEK293 tox	FUS suppressor	TDP43 rescue	Akt phos inh	aSyn rescue	GLP-1R inv ag	MmCpn inh	Abeta rescue
CCN(CC)S(=O)(=O)c1ccc(S(=O)(=O)NCC2CCCO2)cc1 (stereo not drawn)	11.5%	2.0%	-19.4%	3.8%	i	-3.1%	-8.8%	u	0.9%
Cc1cccc(N(C(=O)c2snc(C(N)=O)c2N)C(C)C(=O)NCC2CCCO2)c1 (stereo not drawn)	-64.8%[inhibitor]	5.9%	-5.7%	-2.2%	i	-4.2%	1.4%	-1.1%	-7.2%
Cc1ccc(-c2onc(C)c2C)cc1S(=O)(=O)N1c2ccccc2CC1C (stereo not drawn)	-45.7%[inhibitor]	12.0%	24.6%	-2.9%	x	x	10µM*	x	-9.5%
COc1ccc(Br)cc1C(=O)Nc1nc2ccc(F)cc2s1	i	-14.1%	-0.9%	20.8%	x	x	5.2%	x	-3.3%
CC(C)=CCCC1=CCC2C(=O)NNC(=O)C2C1 (stereo not drawn)	i	-8.1%	11.0%	11.1%	i	0.0%	11.6%	0.9%	-3.8%
O=C1CC(c2ccco2)CC(O)=C1C=NCCN1CCN(C(=O)Nc2ccc(Cl)cc2)CC1 (stereo not drawn)	-0.9%	9.8%	-0.8%	-12.2%	i	14.0%	11.1%	-1.1%	-14.3%
N#Cc1ccccc1OCC(=O)NC1CCCCC1	-35.7%	14.8%	2.1%	u	i	11.4%	8.5%	-1.3%	2.0%
CCC(C(=O)Nc1cc(-c2nc3cccnc3s2)ccc1C)c1ccccc1 (stereo not drawn)	i	2.0%	2.6%	20.8%	x	x	7.7%	x	-3.5%
CCCCN(C(=O)c1ccc(-n2nc(C)cc2C)cc1)c1c(N)n(CCC)c(=O)[nH]c1=O	-14.7%	9.5%	-0.6%	21.4%	i	2.1%	7.6%	1.1%	-1.0%
Cc1cccc(Cn2nc(C(C)(C)C)cc2C(=O)N2CCOCC2)c1	i	-6.5%	u	5.6%	i	8.6%	-2.1%	1.5%	5.1%
Cc1nnc(SC(C(=O)Nc2ccc(Cl)c([N+](=O)[O-])c2)c2ccccc2)[nH]c1=O (stereo not drawn)	-6.7%	6.2%	42.6%	12.1%	i	4.7%	13.1%	-0.1%	3.7%
O=C(COc1ccc(S(=O)(=O)NC2CCCCC2)cc1)NCc1cccnc1	-35.4%[inhibitor]	-23.2%	-9.9%	-9.9%	i	2.9%	-0.3%	x	-1.6%
Cc1ccc(S(=O)(=O)Nc2c(C)nn(C)c2C)cc1	i	-1.2%	-10.1%	-21.8%	i	-0.8%	0.0%	-1.4%	6.1%
CCOc1ccc2cc(-c3nnc(Nc4ccccc4F)s3)c(=O)oc2c1	i	30.2%	2.6%	0.2%	x	x	2.0%	x	2.1%
COc1ccc(S(=O)(=O)n2nc(OC(C)=O)cc2N(C(C)=O)C(C)=O)cc1	i	0.0%	0.2%	24.7%	i	-0.9%	3.2%	x	5.2%
Cc1nnc(SCc2ccc(C(=O)Nc3cc(Cl)ccc3C)cc2)s1	-28.7%	-16.2%	8.9%	10µM*	i	0.2%	u	1.4%	4.1%
O=C(Nc1ccc(OC(F)F)cc1)c1cc(S(=O)(=O)N2CCOCC2)ccc1N1CCCC1	i	15.3%	x	25.7%	i	-1.1%	9.0%	x	-0.1%
Cc1nccn1-c1ccc(NC(=O)[C@H]2O[C@@H](n3ccc(=O)[nH]c3=O)[C@H](O)[C@@H]2O)cc1	-3.3%	-1.8%	-0.5%	15.6%	i	0.8%	8.3%	x	-5.3%
CC(=O)c1ccc(S(=O)(=O)N2CCCC(N(C)CCc3ccccn3)C2)cc1 (stereo not drawn)	i	6.4%	-7.0%	-0.4%	x	-7.7%	-20.7%	-2.4%	-13.5%
CC(C)(C)n1nnnc1C(c1ccccc1OC(F)(F)F)N1CCN(C/C=C/c2ccccc2)CC1 (stereo not drawn)	-56.2%[inhibitor]	-17.4%	27.7%	-3.7%	i	-4.6%	u	x	3.9%
CCCC(=O)Nc1ccc(C(=O)NNC(=S)NC(=O)c2cccs2)cc1	-8.2%	-10.6%	15.3%	-32.1%[inhibitor]	i	-0.3%	-27.1%	-3.2%	8.4%
NC(N)=NCCCS(=O)(=O)Nc1ccc(Nc2c3ccccc3nc3cc([N+](=O)[O-])ccc23)cc1	i	-12.2%	x	18.6%	i	16.3%	-0.9%	x	-23.1%
COc1ccccc1OCc1ccc(C(=O)NC(C)(C)C)o1	-28.3%[57.5 µM]	-7.4%	-8.6%	7.2%	i	1.4%	-29.6%	1.4%	14.4%
Cc1nnc(SCc2ccc(F)cc2)n1NC/C=C/c1ccccc1	-19.1%[57.5 µM]	-12.2%	11.6%	4.2%	i	9.2%	u	0.4%	20.4%
COCCn1c(Cc2cccn2C)nnc1SCC(=O)Nc1nccs1	i	2.5%	19.0%	-11.8%[0.397 µM]	i	-2.8%	12.5%	2.2%	2.1%
CN(Cc1ccccc1)Cc1nc2c(c(=O)n(C)c(=O)n2C)n1CCCc1ccccc1	-9.4%[57.5 µM]	2.4%	-17.3%	-14.0%	i	0.0%	u	0.6%	-9.6%
O=C(Nc1nc2cc3c(cc2s1)OCCO3)c1ccncc1	-47.5%[inhibitor]	4.9%[0.307 µM]	21.4%	u	i	-19.3%	0.2%[0.307 µM]	1.9%	-9.2%
COc1cccc(OC)c1C(=O)N1CCN(Cc2ccccc2C(F)(F)F)CC1	-23.8%[57.5 µM]	-13.4%	-13.7%	-0.4%	i	-0.3%	u	-0.5%	1.4%
Cc1nn(-c2ccccc2)c(N)c1Sc1ccccc1[N+](=O)[O-]	-16.6%	8.9%	11.9%	16.4%	i	12.8%	u	0.4%	-35.8%[inhibitor]
CC(C)(C)C1CCC(C(=O)OCC(=O)Nc2ccc3[nH]c(=O)[nH]c3c2)CC1 (stereo not drawn)	-20.9%	-20.4%	43.4%	-8.3%[0.397 µM]	i	7.0%	3.3%	0.7%	6.7%

Screening data: PubChem, National Center for Advancing Translational Sciences (NCATS)

Some of the compounds tested; the hit share may differ from the screen's.
